From PubChem BioAssay
PI4K2A inh: blocks human PI4K2A kinase activity. activity change, negative = inhibition, % at 76.9 µM. 0.13% of 420,000 active. purified PI4K2A, ADP-Glo luminescence, 1 h; hits give low values. Q9BTU6; in the data active = activity change below about -50%; inconclusive = mostly about -30% to -49%;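 also: -100% = wells without enzyme as full effect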
Target sequence (Q9BTU6 whole entry, looked up): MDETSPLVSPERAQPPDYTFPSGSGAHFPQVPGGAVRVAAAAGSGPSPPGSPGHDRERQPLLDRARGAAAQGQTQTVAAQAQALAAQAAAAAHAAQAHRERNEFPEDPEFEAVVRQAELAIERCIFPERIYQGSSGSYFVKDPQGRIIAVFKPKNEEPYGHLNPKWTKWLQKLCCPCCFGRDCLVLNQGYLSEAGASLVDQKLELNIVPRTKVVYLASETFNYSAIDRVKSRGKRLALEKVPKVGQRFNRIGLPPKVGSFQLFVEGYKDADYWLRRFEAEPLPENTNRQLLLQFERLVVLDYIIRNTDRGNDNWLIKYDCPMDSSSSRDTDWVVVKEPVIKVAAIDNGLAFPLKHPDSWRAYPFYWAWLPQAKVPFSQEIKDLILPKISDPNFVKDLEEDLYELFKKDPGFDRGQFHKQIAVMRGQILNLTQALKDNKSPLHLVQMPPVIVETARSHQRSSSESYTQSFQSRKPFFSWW
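Compounds are screened against recombinant PI4K2A using PI as substrate and ATP, the latter dispensed at 300 microM. Reactions run one hour at ambient temperature before ADP-Glo detection; full inhibition defined by wells lacking enzyme.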
GLS inh: glutaminase GLS (human) inhibition | O94925 | GLS enzymatic activity, qHTS titration | Potency, µM (series often up to 45.5 µM), without a hit: top-dose activity change, negative = inhibition, usual class: inhibitors | 0.21% of 410,000 active | AID 624170; also: potency is read from the fitted curve at half-maximal effect; % is scaled to controls: 0 for no effect and ±100 for the full control effect
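Two-point fluorescence kinetic (t0, 30 min RT) for hKGA; glutamate detected via glutamate oxidase–HRP–Amplex Red. Substrate: 1 mM L-glutamine solution; buffer 45 mM KH2PO4, pH 8.2.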
Pin1 inh: human Pin1 inhibition; Pin1 FP peptide displacement, HiFluor488, 10 min; AID 504891; 0.009% of 390,000 active; Potency, µM (series often up to 115 µM), for inactives: at the highest dose activity, negative = inhibition, actives largely listed as inhibitors; Q13526; active = well fitted inhibition curve with a large enough effect in the polarisation, with a control signal flat, not every such curve was filed as active; inconclusive = small, poorly fitted or top-dose-only effect, or effect the other way, or a change in a side signal; inactive = no such curve, though single readings can be large or run the other way; the % refers to the polarisation; also: potency is read from the fitted curve at half-maximal effect; % is scaled to controls: 0 for no effect and ±100 for the full control effect
Target sequence (Q13526 whole entry, looked up): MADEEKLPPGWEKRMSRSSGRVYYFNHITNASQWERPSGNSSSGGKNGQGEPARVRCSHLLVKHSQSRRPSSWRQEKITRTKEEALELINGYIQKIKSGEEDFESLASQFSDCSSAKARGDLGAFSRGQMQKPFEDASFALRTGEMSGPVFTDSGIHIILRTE
rTrxR1 inhibitor: rat TrxR1 inhibition. Potency, µM (top dose mostly 114 µM), for inactives: top-dose activity change, negative = inhibition, hits mostly inhibitors. 1% of 390,000 active. recombinant rTrxR1, NADPH fluorescence consumption, selenite substrate; also: potency is read from the fitted curve at half-maximal effect; % is scaled to controls: 0 for no effect and ±100 for the full control effect; nearly all actives have a fitted effect of over 65% in size
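Rat TrxR1 (90 nM in the dispensed reagent) was pre-reduced with 400 uM NADPH for 5 min at room temperature, then incubated with compound for 15 min. After 400 uM selenite was added, NADPH fluorescence (Ex 340/Em 450 nm) was followed for 8 min.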
mIDH1 inhibitor: human IDH1 R132H inhibition; O75874; IDH1-R132H enzyme, NADPH consumption, diaphorase/resazurin fluorescence; Potency, µM (doses to about 76.6 µM), inactives show top-dose activity change, negative = inhibition, actives largely listed as inhibitors; 0.093% of 390,000 active; also: potency is read from the fitted curve at half-maximal effect; % is scaled to controls: 0 for no effect and ±100 for the full control effect; nearly all actives have a fitted effect of over 65% in size
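IDH1-R132H (0.5 ug/mL) preincubated 30 min with compound, then NADPH (0.016 mM) and alpha-KG (2 mM) added; 80 min at RT, pH 7.5. Remaining NADPH coupled via diaphorase/resazurin to fluorescence (540/590 nm); concentration-response curves normalized to no-enzyme control.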
HP1b chromo inh: blocks HP1-beta chromodomain binding to methylated histone tails | P83916 | AlphaScreen HP1-beta / biotin-H3K9me3 peptide binding | Potency, µM (highest dose often 114 µM), for inactives: at the highest dose activity change, negative = inhibition, usual class: inhibitors | 0.56% of 390,000 active | AID 540317; also: potency is read from the fitted curve at half-maximal effect; nearly all actives have a fitted effect of over 70% in size; inactives centre near 23
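Compound inhibition of the preformed complex between 50 nM HP1-beta and 50 nM biotinylated H3K9me3 peptide was read by AlphaScreen. Buffer was PBS pH 7.4 with 0.01% Tween-20. Incubations ran 30 min at room temperature, with 10 ug/mL donor/acceptor beads.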
TrxR1 substrate: rat thioredoxin reductase 1 substrate activity; O89049; purified TrxR1 substrate turnover, NADPH consumption readout; Potency, µM (top dose mostly 114 µM), for the others: at the highest dose activity change, negative = substrate turnover; 0.01% of 390,000 active; also: potency is read from the fitted curve at half-maximal effect; % is scaled to controls: 0 for no effect and ±100 for the full control effect; nearly all actives have a fitted effect of over 50% in size
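Rat TrxR1, dispensed at 90 nM, was prereduced with 400 uM NADPH (final) for 5 min at ~22 deg C, then incubated with compound 15 min before 400 uM selenite. A first-read NADPH fluorescence drop versus no-compound background flagged substrates.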
Tb PGK inh: blocks T. brucei phosphoglycerate kinase | Potency, µM (highest dose often 57.5 µM), for inactives: top-dose activity change, negative = inhibition, most hits filed as inhibitors | 0.043% of 380,000 active | P07378 | PGK/GAPDH coupled, Kinase-Glo luminescence, 60 min | AID 602233; also: potency is read from the fitted curve at half-maximal effect; % is scaled to controls: 0 for no effect and ±100 for the full control effect; nearly all actives have a fitted effect of over 60% in size
Target sequence (P07378 whole entry, looked up): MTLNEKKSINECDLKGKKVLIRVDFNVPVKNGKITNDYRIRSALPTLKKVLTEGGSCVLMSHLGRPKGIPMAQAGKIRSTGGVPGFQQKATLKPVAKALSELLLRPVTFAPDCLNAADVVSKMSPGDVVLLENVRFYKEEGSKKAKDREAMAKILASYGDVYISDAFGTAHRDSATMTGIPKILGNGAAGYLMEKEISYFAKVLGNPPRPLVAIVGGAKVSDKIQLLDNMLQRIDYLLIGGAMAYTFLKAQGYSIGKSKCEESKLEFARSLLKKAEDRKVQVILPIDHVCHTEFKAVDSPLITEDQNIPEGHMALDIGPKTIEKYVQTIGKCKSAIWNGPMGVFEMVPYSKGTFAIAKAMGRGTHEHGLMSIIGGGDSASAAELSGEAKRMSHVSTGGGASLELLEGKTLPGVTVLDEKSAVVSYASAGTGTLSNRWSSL
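Luminescent ATP detection (Kinase-Glo Plus) follows a 60-minute room-temperature incubation, with wells lacking PGK as controls. Buffer: 100 mM TEA (pH 7.6), 5 mM MgCl2, 0.01% Tween-20. Coupling enzyme GAPDH (100 nM final) supplies unstable 1,3-BPG in-well.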
USP1-UAF1 inh: USP1/UAF1 (human) deubiquitinase inhibition; 0.23% of 390,000 active; Potency, µM (series often up to 57.1 µM), without a hit: at the highest dose activity change, negative = inhibition, usual class: inhibitors; O94782; recombinant USP1/UAF1, Ub-Rhodamine cleavage fluorescence; also: potency is read from the fitted curve at half-maximal effect; % is scaled to controls: 0 for no effect and ±100 for the full control effect; nearly all actives have a fitted effect of over 60% in size; inactives centre near -12
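High-throughput fluorogenic screen: 1nM USP1/UAF1 complex, Ub-Rho substrate 150nM final, 50mM HEPES pH 7.8 with 0.5mM EDTA, 0.1 mg/ml BSA, 1mM TCEP and 0.01% Tween-20.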
Active calls of the source: *; i = inactive; ? = inconclusive; . = not tested or not shown; & = joins results of further samples; [ ] = remark or other dose. Unless noted, calls follow the shape of the dose curve; as a rule, active = well fitted curve in the direction sought with a large enough effect; inconclusive = small, poorly fitted or top-dose-only effect, or another doubt; inactive = no such curve, though single readings can be large; an effect the other way counts as inactive or inconclusive. Some of the compounds tested. The share of hits here may be higher or lower than overall.

SMILES	PI4K2A inh	GLS inh	Pin1 inh	rTrxR1 inhibitor	mIDH1 inhibitor	HP1b chromo inh	TrxR1 substrate	Tb PGK inh	USP1-UAF1 inh
O=C(Nc1nccs1)c1ccc(Br)cc1	-5.6	-2.3%	-1.0%	4.8%	-1.4%	12.6%	-7.5%	-3.7%	-11.0%
Cc1onc(-c2ccccc2)c1C(=O)Nc1ccc(S(=O)(=O)N2CCCCC2)cc1	2.2	-5.1%	0.6%	28.3%	3.2%	49.4%[activator]	4.2%	-4.2%	-21.3%
CC(=O)c1cccc(NC(=O)N2C3CCC2CC(O)(c2cccnc2)C3)c1 (stereo unspecified)	-1.5	-6.9%	1.3%	15.2%	1.0%	10.9%	5.5%	-2.1%	-9.5%
CC(C)c1nnc(NC(=O)c2nc(S(=O)(=O)Cc3ccccc3)ncc2Cl)s1	-21.8&-16.6	2.2%&17.6%	-6.2%&-3.4%	50.1µM*	2.7%	3.6%[57 µM]	-1.6%&-2.4%	-1.6%	-12.1%&-19.0%
N#Cc1c[nH]n2c(=O)c3c(nc12)CCC3	0.4	6.6%	2.1%	11.3%	2.7%	33.9%	1.0%	3.2%	-12.2%
O=c1nc2ccccn2c2ccc(S(=O)(=O)N3CCCCC3)cc12	3.3	14.7%	0.6%	57.4%[activator]	28.8%	-1.9%	266.7%[activator]	-7.4%	-16.2%
Nc1nsc2ccccc12	0.0	-18.5%	-8.0%	3.9%	7.7%	7.4%	38.2%[activator]	-10.0%	-1.9%
NC1=NC(=Nc2ccc(Cl)cc2)c2ccccc21	-4.7	-3.1%	-1.2%	7.4%[57.1 µM]	10.7%	38.8%	9.8%[57.1 µM]	i	-12.4%
CC(C)N(CCc1ccncc1)C(=O)Nc1ccc(Cl)c(Cl)c1	-3.5	-1.5%	4.7%	55.7%[activator]	9.2%	45.9%[activator]	13.4%	-0.2%	-5.1%
Cc1ccc(CO/N=C/c2c(O)cc(C)oc2=O)cc1	-3.9	-7.9%	-10.8%	13.8%[57.1 µM]	-6.8%	40.2%[activator]	2.3%[57.1 µM]	i	-11.7%
CC1CC(C)CN(C(=O)C(Cc2ccccc2)NC(=O)c2ccccc2)C1 (stereo unspecified)	4.4	3.6%	0.8%	-3.5%	1.0%	17.4%	-6.0%	-0.4%	-0.9%
COC(=O)C1CCN(C(=O)N2CCOCC2)CC1	-4.5	-0.7%	0.5%	-1.7%	2.2%	7.6%	5.7%	-4.8%	-1.3%
Cc1ccccc1CC1(CO)CCCN(C(=O)c2ccccc2N(C)C)C1 (stereo unspecified)	-0.7	15.4%	-4.8%	11.5%[57.1 µM]	4.0%	39.1%[activator]	8.4%[57.1 µM]	-3.1%	-6.9%
CCOc1ccc(C(=O)Nc2ccc(CN3CCOCC3)cc2)cc1Cl	6.4	-9.9%	0.3%	12.3%	-0.6%	26.9%	-3.2%	-8.0%	-24.1%
CC(C)c1nc(SCc2c(F)cccc2Cl)c2c(=O)n(C)c(=O)n(C)c2n1	-1.0	0.0%	1.1%	25.4%[57.1 µM]	0.8%	56.3%[activator]	2.2%[57.1 µM]	-10.9%	-28.9%
C=CCn1sc(=N)c(C#N)c1N	-2.0	10.4%	15.0%	-7.1%	7.1%	-10.0%	-1.8%	i	?
O=C(CN1C(=O)S/C(=C\c2cccs2)C1=O)Nc1ccc(O)cc1C(=O)O	3.3	33.4%	-16.9%	25.3%[57.1 µM]	21.7%	20.3%	11.4%[57.1 µM]	-11.7%	-10.4%
COc1cc(C(=O)OCC(C)=O)c([N+](=O)[O-])cc1OC	2.1	-6.1%	-2.5%	16.2%[57.1 µM]	-4.7%	17.8%	0.2%[57.1 µM]	4.6%	-20.1%
Cc1cc(N2CCN(Cc3nc(-c4ccc(F)cc4)oc3C)CC2)cc(C)n1	0.7	12.1%	-5.1%	1.9%	-4.3%	17.5%	-2.0%	7.1%	-6.1%
COc1ccc(S(=O)(=O)N2CCC(Oc3cccc(C(F)(F)F)c3)CC2)cc1OC	-4.3	0.0%	-3.6%	15.0%	1.2%	18.5%	4.2%	i	-11.1%
CCNC(=S)NNC(=O)Cc1ccccc1	5.9	13.8%	-4.3%	-18.0%	12.0%	42.2%[activator]	-3.4%	1.1%	3.4%
CC1(C)Cc2nc3nc(SCC(=O)Nc4ccccc4)nc(N)c3cc2CO1	3.2	4.2%	21.4%	12.1%[57.1 µM]	1.8%	26.9%	6.0%[57.1 µM]	8.3%	-14.1%
COc1ccccc1CC(=O)N1CCCC(CCC(=O)NCc2ccccc2F)C1 (stereo unspecified)	3.3	2.3%	1.6%	4.9%	-7.7%	21.3%	-3.9%	0.9%	-1.3%
NC(c1ccncc1)c1ccc(Cl)cc1 (stereo unspecified)	-7.8	0.8%	.	.	-2.4%	.	.	-7.7%	-28.5%
COc1cc(NC(=O)C2CC(c3cccc(OC)c3OC)=NO2)cc(OC)c1OC (stereo unspecified)	-3.2	6.3%	-1.2%	17.2%	2.0%	9.6%	2.3%	-0.2%	-17.2%

Continuation.
SMILES	PI4K2A inh	GLS inh	Pin1 inh	rTrxR1 inhibitor	mIDH1 inhibitor	HP1b chromo inh	TrxR1 substrate	Tb PGK inh	USP1-UAF1 inh
O=C(NCC1CCCN(C(=O)c2cscn2)C1)c1ccccc1Cl (stereo unspecified)	-5.8	-0.4%	8.9%	-0.3%	-3.3%	25.9%	-7.6%	-2.9%	-12.6%
CCOC(=O)c1cc2c(=O)n3ccccc3nc2n(Cc2ccc(Cl)cc2)c1=N	6.4	-6.4%	.	45.5%[activator]	-12.2%	58.7%[activator]	33.5%[activator]	-8.7%	-17.0%
O=C1COc2cc(S(=O)(=O)NCc3ccco3)c(Cl)cc2N1	-6.2	?	17.1%	-19.7%[57.1 µM]	.	24.2%[57 µM]	0.4%[57.1 µM]	.	-3.7%
CCCCC(=O)N/N=C(C)/C=C/c1ccccc1F	-4.8	-0.4%	10.0%	12.6%	1.3%	16.6%	-5.6%	-3.4%	-11.4%
Cc1ccccc1NC(=O)c1sc2nc(-c3cc4ccccc4oc3=O)[nH]c(=O)c2c1C	-2.6	-4.4%	-7.5%	7.0%	9.7%	46.6%	2.3%[11.4 µM]	-0.9%	-2.1%
C[C@@H]1CN([C@@H](C)CO)C(=O)CCCn2nncc2CO[C@H]1CN(C)Cc1cccnc1	-2.3	-3.7%	.	.	-3.9%	.	.	-3.2%	-29.7%
CCN(CC)c1ccc(CN(C(=O)c2cc(OC)c(OC)c(OC)c2)C2CCS(=O)(=O)C2)cc1 (stereo unspecified)	-15.1	26.9%	2.3%	4.8%	2.2%	-4.8%	2.8%	-1.8%	-20.1%
COc1cccc(/C=N/NC(=O)CCc2n[nH]c(=O)[nH]c2=O)c1O	-1.9	5.7%	-0.3%	22.8%	7.1%	12.4%	15.1%	-9.3%	-3.4%
CC(C)Oc1ccc(CNCCC2(C(C)C)CCOC(C)(C)C2)cc1 (stereo unspecified)	0.1	-0.6%	0.6%	-7.4%	6.8%	50.9%[activator]	-0.7%	1.0%	-18.6%
CC1CCCC(C)N1C(=O)COC(=O)C(Cc1ccccc1)NC(=O)c1cccs1 (stereo unspecified)	-6.2	-5.0%	-3.5%	24.0%	-3.2%	45.0%[activator]	1.5%	i	-15.2%
CC(C)(C)NC(=O)Cn1nnc(-c2ccccc2NC(=O)c2cnccn2)n1	1.9	-2.2%	-0.5%	-4.2%[57.1 µM]	-3.9%	17.6%	2.0%[57.1 µM]	-2.3%	-21.3%
CN(c1ccc(C(=O)NCc2ccncc2)cc1)S(C)(=O)=O	7.0	10.7%	-5.8%	14.2%[57.1 µM]	-0.6%	42.2%[activator]	11.8%[57.1 µM]	4.7%	-10.2%
CC(C)[C@@H](C(=O)N[C@@H](C(=O)O)c1ccccc1)N1C(=O)N2CCc3c([nH]c4ccccc34)[C@@]2(C)C1=O	-1.7	9.4%	-7.6%	6.8%	2.3%	39.9%[activator]	2.7%	i	-26.3%
Cc1cc(C(F)F)n2nc(C(=O)O)nc2n1	18.4	-1.1%	-1.4%	15.3%[57.1 µM]	3.0%	14.6%	13.9%[57.1 µM]	-7.5%	0.7%
COCCNC(=S)Nc1ccccn1	-0.6	13.8%	-2.1%	-13.3%	-2.5%	31.4%	1.4%	i	-21.0%

Two entries drawn at random from the list so far:
SMILES	PI4K2A inh	GLS inh	Pin1 inh	rTrxR1 inhibitor	mIDH1 inhibitor	HP1b chromo inh	TrxR1 substrate	Tb PGK inh	USP1-UAF1 inh
CCCCC(=O)N/N=C(C)/C=C/c1ccccc1F	-4.8	-0.4%	10.0%	12.6%	1.3%	16.6%	-5.6%	-3.4%	-11.4%
CC1CCCC(C)N1C(=O)COC(=O)C(Cc1ccccc1)NC(=O)c1cccs1 (stereo unspecified)	-6.2	-5.0%	-3.5%	24.0%	-3.2%	45.0%[activator]	1.5%	i	-15.2%

Structures above containing a cyano group (two):
SMILES	PI4K2A inh	GLS inh	Pin1 inh	rTrxR1 inhibitor	mIDH1 inhibitor	HP1b chromo inh	TrxR1 substrate	Tb PGK inh	USP1-UAF1 inh
N#Cc1c[nH]n2c(=O)c3c(nc12)CCC3	0.4	6.6%	2.1%	11.3%	2.7%	33.9%	1.0%	3.2%	-12.2%
C=CCn1sc(=N)c(C#N)c1N	-2.0	10.4%	15.0%	-7.1%	7.1%	-10.0%	-1.8%	i	?
